Shiga inhibitor: Shiga toxin inhibition; Vero cells, Shiga toxin protein synthesis inhibition reporter; inhibition, % at 38.7 µM; actives 9.2% (n = 290,000); in the data active means inhibition mostly above about 28%, no sharp cut-off; inactive means mostly below about 43%; further: 0% is about no effect
Giardia FBPA inh: Giardia lamblia aldolase inhibition. A8B2U2. purified Giardia FBPA. Potency, µM (series often up to 59.6 µM), without a hit: top-dose activity, negative = inhibition, actives largely listed as inhibitors. actives 0.71% (n = 290,000). AID 2451; further: potency means the concentration at half of the fitted maximal effect; on the % scale 0 is the no-effect control and ±100 the full control effect; nearly all actives have a fitted effect of over 55% in size
Target sequence (A8B2U2 whole entry, looked up): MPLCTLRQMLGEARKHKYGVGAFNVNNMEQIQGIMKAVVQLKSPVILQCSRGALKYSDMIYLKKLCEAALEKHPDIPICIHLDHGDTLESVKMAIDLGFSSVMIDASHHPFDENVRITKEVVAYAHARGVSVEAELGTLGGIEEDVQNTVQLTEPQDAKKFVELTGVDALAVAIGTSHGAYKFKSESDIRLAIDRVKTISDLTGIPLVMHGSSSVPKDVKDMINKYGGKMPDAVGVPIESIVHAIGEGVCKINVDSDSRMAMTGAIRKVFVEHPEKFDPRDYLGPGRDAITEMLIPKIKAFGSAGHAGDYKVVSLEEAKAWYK
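Giardia FBPA (40 nM reagent) was preincubated 10 min at RT with compound (up to 57.5 uM final), then substrate plus GAPDH/TPI/NAD/arsenate coupling system with diaphorase/resazurin was added; resorufin fluorescence (525/598 nm) was read after 20 min.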
Cycloheximide cs: counter-screen for Shiga toxin inhibitors: cycloheximide protein synthesis inhibition. max response, %. actives 12% (n = 300,000). AID 2314. cell reporter, cycloheximide protein synthesis inhibition counterscreen; in the data active means max response mostly above about 13%, no sharp cut-off; inactive means mostly below about 14%; further: read at 38.3 µM for the half of the compounds with a filed dose; 0% is about no effect
Pf growth 96h: inhibits malaria parasite growth, 96 h | P. falciparum luciferase reporter growth, 96 h | Potency, µM (highest dose often 28.7 µM), for the others: at the highest dose activity change, negative = inhibition, actives largely listed as inhibitors | actives 6.9% (n = 320,000); further: potency means the concentration at half of the fitted maximal effect; on the % scale 0 is the no-effect control and ±100 the full control effect
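Luminescence readout: decreased luciferase signal marks inhibited growth of reporter-expressing P. falciparum in infected red cells (2% hematocrit, 0.05% parasitemia final), exposed to compound two generations (96 h, 37 C, 5% CO2).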
HCV inhibitor: HCV inhibition; Huh7.5.1 HCVcc-Cre infection, luciferase reporter, 44 h; actives 3.4% (n = 340,000); Potency, µM (top dose mostly 41.8 µM), for the others: at the top dose activity change, negative = inhibition, usual class: inhibitors; further: potency means the concentration at half of the fitted maximal effect; on the % scale 0 is the no-effect control and ±100 the full control effect
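Cells (1,000/well) were plated 4 h before compound, then infected with HCVcc-Cre virus (~0.5 moi). After 44 h further culture, infection was read as luciferase luminescence following a 15 min substrate incubation at room temperature.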
Pf growth 48h: P. falciparum growth inhibition at 48 hours (one generation). actives 5.9% (n = 310,000). P. falciparum luciferase growth in erythrocytes, 48 h. Potency, µM (highest dose often 28.7 µM), without a hit: at the top dose activity change, negative = inhibition, actives largely listed as inhibitors; further: potency means the concentration at half of the fitted maximal effect; on the % scale 0 is the no-effect control and ±100 the full control effect
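Growth was read as firefly luciferase luminescence after a 48 h, 37 C, 5% CO2 exposure of compounds to reporter-bearing P. falciparum cultures (0.1% parasitemia, 2% hematocrit final) in Albumax-supplemented RPMI 1640.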
* hit, by the source's call; ? = inconclusive; . = not tested or not shown; & = joins results of further samples; [ ] = another dose, or the depositor's remark. Unless noted, the call rests on the fitted dose curve; in most records, active means well fitted curve in the direction sought with a large enough effect; inconclusive means small, poorly fitted or top-dose-only effect, or another doubt; inactive means no such curve, though single readings can be large; an effect the other way counts as inactive or inconclusive. Rows are unselected; any-hit rate near 24%.

structure,Shiga inhibitor,Giardia FBPA inh,Cycloheximide cs,Pf growth 96h,HCV inhibitor,Pf growth 48h
COCC(C)n1c(SCC(=O)NNC(=O)c2ccc(F)cc2)nc2ccccc2c1=O (stereo not drawn),-12,7%,-7,?,1%,-16%
Cc1cc(C)c(OCC(=O)NCCCn2nc(C)cc2C)c(C)c1,.,.,.,?,-12%,?
COc1cc(CNCCN2CCOCC2)ccc1OCc1ccccc1Cl,-12,-11%,2,12µM*,?,?
O=C(Nc1ccnn1C1CCN(C(=O)c2cccc(Cl)c2)CC1)C1CCOC1 (stereo not drawn),-14,.,-3,16%,6%,8%
CC(=O)Nc1ccc(N2N=C(C)C(N=Nc3ccccc3)C2=O)cc1 (stereo not drawn),53*,-19%,-2,26%,-2%,15%
COc1ccccc1NC(=O)N1CCCC1C(=O)NC12CC3CC(CC(C3)C1)C2 (stereo not drawn),-7,2%,-3,40%[activator],5%,?
CC(Cc1ccccc1)N1C(=O)c2cccc([N+](=O)[O-])c2C1=O (stereo not drawn),0,-19%,7,2%,4%,-3%
COc1ccccc1NC(=O)C(=O)c1cn(CC(=O)N2CCOCC2)c2ccccc12,35*,.,12*,-28%,13%,108%[activator]
CSc1nnc2n(C3CCCCC3)c(=O)c3c4c(sc3n12)CCCC4,31,3%,-1,-7%,14%,3%
CCOc1ccc(Cn2c3ccc(OC)cc3c3nc4ccccc4nc32)cc1OC,-6,-10%,-3,?,0%,?
COC(=O)C(=Cc1ccccc1[N+](=O)[O-])C(=O)OC,-1,-4%,8,9.3µM*,?,?
COc1ccc(-c2cc(C3CCN(Cc4ccc([N+](=O)[O-])cc4)CC3)[nH]n2)cc1,-4,-2%,8,?,?,-29%
CCN1CCN(C(=S)NC(C)c2ccccc2)CC1 (stereo not drawn),10,-25%,-1,3.7µM*,4%,7%
CC(=O)N1CCc2cc(S(=O)(=O)NCCC(=O)N3CCN(c4ccccn4)CC3)ccc21,-2,0%,1,?,-4%,?
Cc1ccc(C(c2nnnn2C2CCCC2)N2CCc3ccccc32)cc1 (stereo not drawn),9,-12%,22*,26%,?,?
O=C(Nc1ccccn1)c1ccc(-c2ccccc2)cc1,7,-21%,0,-76%,10µM*,118%[activator]
O=C(NC1CC1)C1=C[C@H](c2csc3ccccc23)C[C@H](OCc2ccc(CO)cc2)O1,2,2%,-3,?,?,?
CCOC(=O)c1ccccc1NC(=O)Cn1c(-c2nonc2N)nc2ccccc21,-19,10%,0,0%,?,3%
COc1ccc(CN(C)C(=O)c2ccc(Oc3ccccc3)cc2)cc1F,69,-2%,1,1%,-23%,-3%
CCOC(=O)c1c(NC(=O)COC(=O)Cn2cnc3c2c(=O)n(C)c(=O)n3C)sc(C)c1CC,.,.,.,62%[activator],?,2%
Fc1ccc(NCc2nnc(SCc3nnc(-c4ccccc4)o3)n2Cc2ccccc2)cc1,-3,-6%,-3,0%,?,?
CCOc1ccc2ccccc2c1C1NC(=O)NC(C)=C1C(=O)OCCOC (stereo not drawn),20,-1%,-2,?,-2%,?
Cc1ccc(N=N/C(=C\O)C(=O)c2ccncc2)cc1,31,-20%,9,?,?,.
Cc1ccccc1N(CC(=O)NC1CCCC1)C(=O)C1(C)CC(=O)N=C2C=CC(Cl)=CN21 (stereo not drawn),-17,-12%,3,52%[activator],17%,-13%
COc1ccc(N2CCN(CCNC(=O)c3ccc4nc5ccccc5c(=O)n4c3)CC2)cc1,-2,12%,9,49%[activator],-15%,?
O=C(NCCc1ccc(Cl)cc1)Nc1ccc(F)cc1,50,0%,29*,-1%,5%,15µM*
O=C(Nc1ncc2c(n1)CC(c1ccc(Cl)cc1)CC2=O)c1ccco1 (stereo not drawn),-2,5%,-10,30%,-13%,10%
Brc1ccccc1OCCCN1CCOCC1,50*,-8%,32*,9%,16%,24%
Cc1ccc(S(=O)(=O)Nc2ccc3c(c2)nc2n3CCN(Cc3ccccc3)C2)cc1,36,-3%,-3,?,16µM*,?
Fc1ccccc1NC(=S)N(CCN1CCCCC1)Cc1ccco1,-9,5%,-5,?,4%,-13%
CCN1C(=O)[C@H]2[C@@H](c3ccc(Cl)cc3)N3C(=O)CN(CCOC)C(=O)[C@@]3(Cc3ccccc3)[C@H]2C1=O,-6,-14%,1,18%,-3%,29%
CCCC1CC(C#N)N(N(C)C)C1=C(C#N)C#N (stereo not drawn),-11,3%,-1,43%[activator],11%,21%
COc1ccc2[nH]c(=O)c(CN(C(C)=O)c3ccc(C)cc3C)cc2c1,.,-4%,-2,-12%,15%,?
COC(=O)/C(=C1/Oc2cc3c(cc2S1)OCO3)C(F)(F)F,0,4%,1,3%,2%,36%[activator]
COc1ccc(CC2NCCc3cc(OC)c(OC)cc32)cc1OC (stereo not drawn),-8,-16%,-11,.,.,.
CCOc1cccc(C(=O)Nc2nccs2)c1,69*,4%,30*,13%,-10%,318%[activator]
CCN(C(=O)CSc1nnc(Cc2ccccc2F)n1N)C1CCS(=O)(=O)C1 (stereo not drawn),-5,-1%,12,.,7%,8%
C=CCNCCCCOc1ccccc1,-2,-7%,3,22%,-4%,17%
Cc1cc(C)n(-c2ncnc3ccccc23)n1,-11,2%,2,36%[activator],8%,-4%
NC(=O)c1ccsc1NC(=O)COC(=O)C1CCCN1C(=O)c1cccs1 (stereo not drawn),-12,4%,1,?,-7%,8%
COCCNc1nnc(SCC(=O)NC2CCCCC2)s1,.,.,.,-25%,3%,-15%
COc1ccc(N2C(=O)C3C4C=CC(CC4)C3C2=O)c([N+](=O)[O-])c1 (stereo not drawn),25,8%,-2,6%,.,8%
O=C(NNC(=O)C1C2C=CC(C2)C1C(=O)O)c1ccccc1 (stereo not drawn),101*,7%,39*,-16%,-10%,4%
COc1ccc(/C=C2\SC(=S)N(C(Cc3ccccc3)C(=O)O)C2=O)cc1 (stereo not drawn),-4,21%,-1,45%[activator],17%,6%
COc1cccc(CNC(=O)COC(=O)c2cccc(S(=O)(=O)N3CCN(C(C)=O)CC3)c2)c1,.,.,.,-13%,-17%,-5%
NS(=O)(=O)c1ccc(CNC(=O)C2(c3ccc(Cl)cc3)CC2)cc1,51,5%,-2,31%,4%,22%
Cn1c(SCC(=O)Nc2ccc(N3CCOCC3)cc2)nnc1C1CC1,.,.,.,7%,-4%,15%
COc1ccc(C(NC(=O)C(C)C)c2ccc3cccnc3c2O)cc1 (stereo not drawn),-1,17%,1,?,2µM*,?
COc1ccc(N2CCN(c3nc(-c4cccs4)nc4ccccc34)CC2)cc1,23,-5%,-4,?,11µM*,?
Cc1ccc2nc(Cl)c(CNCc3ccccc3)cc2c1,42,4%,8,?,-17%,?
COc1ccc(-c2nnc(SCC(=O)Nc3ncc(C(F)(F)F)cc3Cl)n2CC(C)C)cc1,-7,9%,15*,29%,-8%,-1%
COc1ccccc1NC(=O)COC(=O)c1cc(C)nc2ccccc12,.,.,.,-25%,-22%,-27%
Nc1ccc2nc(-c3cccs3)[nH]c2c1,52*,-4%,20*,-8%,?,-68%
Cc1ccc(CN(C)C(=O)c2ccccc2Sc2ccccc2C#N)cc1,-15,.,11,?,?,8%
CC(C)CNC(=O)c1cc(-c2ccc3c(c2)OCO3)on1,74*,10%,39*,34%[activator],-4%,161%[activator]
Cn1c(=NC(=O)COc2ccccc2)sc2cccc(F)c21,-10,0%,14,83%[activator],?,110%[activator]
Cc1ccc(SCCCCN2CCOCC2)cc1,17,?,6.9*,-13%,-4%,32%[activator]
CCOC(=O)c1nn(-c2ccc(F)cc2)c(=O)cc1OCC(=O)Nc1ccc(F)c(F)c1,.,.,.,24%,8%,-9%
COc1cccc(OCC(O)CN2CCC(Cc3ccccc3)CC2)c1 (stereo not drawn),-8,3%,-6,8%,?,-22%
Cc1ccc(NC(=O)NNC(=O)COc2ccc([N+](=O)[O-])cc2)cc1C,5,-13%,2,2%,18%,1%

The final four entries of the part above lead into the next.
structure,Shiga inhibitor,Giardia FBPA inh,Cycloheximide cs,Pf growth 96h,HCV inhibitor,Pf growth 48h
Cc1ccc(SCCCCN2CCOCC2)cc1,17,?,6.9*,-13%,-4%,32%[activator]
CCOC(=O)c1nn(-c2ccc(F)cc2)c(=O)cc1OCC(=O)Nc1ccc(F)c(F)c1,.,.,.,24%,8%,-9%
COc1cccc(OCC(O)CN2CCC(Cc3ccccc3)CC2)c1 (stereo not drawn),-8,3%,-6,8%,?,-22%
Cc1ccc(NC(=O)NNC(=O)COc2ccc([N+](=O)[O-])cc2)cc1C,5,-13%,2,2%,18%,1%
CCOc1cc(C2C3=C(CC(C)(C)CC3=O)N(CCOC)C3=C2C(=O)CC(C)(C)C3)ccc1O,.,1%,-4,?,2%,-17%
CCNC(=O)NC(=O)CN(C)c1ccccc1,2,1%,1,52%[activator],7%,13%
CCS(=O)(=O)N1Cc2ccccc2CC1C(=O)Nc1ccccc1OC (stereo not drawn),12,-4%,9,?,-7%,?
COC(=NC(C)C)NC(C)C,-4,0%,-2,42%[activator],20%,-4%
C[C@@H](C(=O)NCC1CC1)[C@@H]1C[C@@]1(C)[C@@H](NC(=O)OCc1ccccc1)c1ccccc1,16,-4%&-2%,3,4.1µM*,0.56µM*,4.1µM*
Cc1cc(NC(=O)c2ccc3c(c2)OCO3)ccc1NC(=O)c1ccccc1,39,0%,15,-8%,?,45%[activator]
Cc1ccc(NS(=O)(=O)c2ccc(N/N=C/c3ccncc3)c([N+](=O)[O-])c2)c(C)c1,3,5%,1,?,9%,?
O=C1CCCN1c1ccc(S(=O)(=O)N2CCC(c3ccccc3)CC2)cc1,-3,0%,-1,.,12%,?
Cc1ccc(NC(=O)CSc2n[nH]c(-c3ccccn3)n2)cc1,2,1%,-5,11%,?,?
C=CCc1c(C)nc(-c2ccccc2)nc1N/N=C(\C)c1ccccc1,21,?,12*,?,-20%,11%
COc1cc(SC)ccc1C(=O)NCCc1ccccc1,74*,-1%,49*,55%[activator],-15%,133%[activator]
CC(C)CC(NC(N)=O)C(=O)Nc1ccc2c(c1)OCO2 (stereo not drawn),49,-20%,30*,?,7%,-8%
Cc1cc(C)nc(NS(=O)(=O)c2ccc(NC(=O)CCCN3C(=O)c4ccccc4C3=O)cc2)n1,6,7%,-1,0%,-8%,9%
CC(C)(C)c1ccc(/C=C2\Oc3cc(O)ccc3C2=O)cc1,125*,-5%,61*,?,?,?
O=C(NCC(c1ccco1)N1CCc2ccccc2C1)c1cccc(F)c1 (stereo not drawn),.,.,.,12%,-2%,?
CC1CCN(C(=O)CCc2nnc3ccc(NCc4ccco4)nn23)CC1,13,6%,-1,?,19%,0%
CCOC(=O)[C@@H]1[C@H]2COc3ccccc3[C@H]2N2C(=O)N(c3cccc(Cl)c3)C(=O)[C@@]12C,-9,-5%,-2,?,-2%,0%
CCOC(=O)C1CCCN(C(=O)C2CCCN(S(=O)(=O)c3ccc4c(c3)oc(=O)n4C)C2)C1 (stereo not drawn),-14,0%,-5,?,-19%,.
COc1ccc(F)cc1CN1CCN(CC(=O)N2CCc3ccccc32)CC1,21,-13%,-5,?,?,-29%
Clc1ccc2c(c1)C(c1ccccc1Cl)=NCc1nnc(N3CCN(CCSc4ccccc4)CC3)n1-2,-16,2%,0,31%,-27%,-7%
